Screening data as filed in PubChem.
MRP1 act – activates MRP-1 | 0.61% of 140,000 active | H69AR cells + doxorubicin, viability rescue, CellTiter-Glo | viability increase, % at 10 µM | AID 799;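 active = viability gain under doxorubicin at or above a set limit, the compound median plus 3 SD, cut at about 4.7% in these data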;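 note: MRP-1 overexpressing cells given doxorubicin 25 µM after compound pretreatment; 18-22 h compound pretreatment then 72 h with doxorubicin before readout; 0% = doxorubicin-only wells and 100% = vehicle-treated cells without doxorubicin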
bCat KO growth – beta-catenin-lacking colon tumor cell growth suppression; HCT116 beta-catenin knockout viability, CellTiter-Glo, 60 h; hits give low values; viability, % at 10 µM; 1.5% of 140,000 active; AID 818;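 active = viability at or under a set limit, the compound median less 4 SD, cut at about 6% in these data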;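 note: 0% = Hyamine 1622 control at 20 µM and 100% = untreated cell control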
NPY Y2 blocker – NPY-Y2 (human) receptor antagonism. P49146. AID 793. NPY-Y2 expressing cells, antagonist mode. 0.99% of 140,000 active. inhibition, % at 2.7 µM; in the data active = inhibition above about 17%;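 note: 0% = vehicle with agonist challenge and 100% = reference antagonist with challenge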
Target sequence (P49146 whole entry, looked up): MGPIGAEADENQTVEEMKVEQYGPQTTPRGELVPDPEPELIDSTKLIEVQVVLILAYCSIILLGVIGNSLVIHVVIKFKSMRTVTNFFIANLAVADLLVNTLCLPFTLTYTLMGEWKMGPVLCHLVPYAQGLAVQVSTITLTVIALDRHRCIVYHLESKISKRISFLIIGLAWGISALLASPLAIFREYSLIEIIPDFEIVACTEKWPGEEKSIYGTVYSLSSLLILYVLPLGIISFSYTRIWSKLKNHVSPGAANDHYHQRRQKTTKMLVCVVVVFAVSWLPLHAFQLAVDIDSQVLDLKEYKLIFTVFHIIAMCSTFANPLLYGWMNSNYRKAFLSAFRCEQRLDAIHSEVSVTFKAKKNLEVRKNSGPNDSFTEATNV
Yeast growth inh – yeast BB579 growth reduction in restrictive medium | inhibition, % at 10 µM | S. cerevisiae BB579 growth, OD615, 48 h | 0.51% of 140,000 active | AID 804;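 active = inhibition above a set limit, 3 SD over the mean compound inhibition, cut at about 44% in these data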; note: inactives centre near -24
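test system = yeast BB579 (DeaD) | buffer or medium = restrictive CSMM-D medium | doses = single compound dose of 10 µM, 0.25% DMSO final | times = 4 h preincubation and 48 h exposure at 30 °C | technique = culture absorbance at 615 nm | benchmarks = amphotericin B 10 µg/mL, positive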
Yeast life ext – extends the lifespan of yeast; S. cerevisiae growth with nicotinamide, OD615; deaD strain in restrictive glucose medium; inhibition of the nicotinamide effect, % at 10 µM; 0.68% of 130,000 active; AID 775;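 active = inhibition above a set limit, placed 3 SD over the median of all compounds, cut at about 26% in these data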;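 note: 0% = nicotinamide-treated wells and 100% = cells grown without nicotinamide; some compounds called inactive have numbers as strong as hits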
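Test system – modified budding yeast, DeaD strain · Compound – single dose 10 µM compound, 0.25% DMSO · Times – culture preincubation 4 h, compound exposure 48 h, both 30 °C · Detection – optical density (absorbance) at 615 nm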
Phagocyt inh – inhibitors of macrophage phagocytosis; J774A.1 macrophage IgG-bead phagocytosis, imaging; inhibition, % at 5 µM; 0.07% of 110,000 active; AID 1029;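 active = inhibition above the mean of the plate negative controls plus 5 SD, cut at about 13% in these data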;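 note: phagocytic index as fraction of beads internalized from green versus red external bead signal; plate controls were DMSO negative control for no effect and cytochalasin-D positive control for full effect; some results beyond the cut were filed as inactive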
GALR2 blocker – GALR2 (human) receptor antagonism; 0.39% of 140,000 active; GALR2-expressing cells, antagonist mode; inhibition, % at 4 µM; O43603; AID 828; in the data active = inhibition above about 27%;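 note: cells stimulated with galanin 1-16 at roughly its EC80; 0% = agonist challenge control and 100% = basal control without agonist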
Target sequence (O43603 whole entry, looked up): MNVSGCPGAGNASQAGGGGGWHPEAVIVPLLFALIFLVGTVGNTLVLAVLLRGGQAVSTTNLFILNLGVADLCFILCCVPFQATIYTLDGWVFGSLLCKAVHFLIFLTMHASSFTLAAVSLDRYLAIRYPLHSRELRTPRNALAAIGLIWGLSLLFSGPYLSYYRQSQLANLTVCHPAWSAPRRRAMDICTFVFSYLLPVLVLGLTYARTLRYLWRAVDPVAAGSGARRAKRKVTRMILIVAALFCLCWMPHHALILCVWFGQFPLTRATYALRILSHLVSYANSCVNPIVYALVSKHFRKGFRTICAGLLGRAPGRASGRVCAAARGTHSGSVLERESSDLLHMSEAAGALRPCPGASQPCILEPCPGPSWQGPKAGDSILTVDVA
HCT116 PTEN-null – suppresses growth of cells with PTEN deletion | HCT116 PTEN-null viability, CellTiter-Glo, 60 h; hits give low values | viability, % at 10 µM | 1.2% of 140,000 active | AID 827;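 active = viability at or below a set limit, 4 SD under the median of all tested compounds, cut at about 3.7% in these data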;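 note: PTEN knockout HCT116 line with beta catenin targeted HCT116 as companion control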
E-sel TNF inh – blocks E-selectin expression induced by TNF alpha | HUVEC TNFa-induced E-selectin immunofluorescence, high content | 0.71% of 120,000 active | inhibition, % at 2 µM;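 active = inhibition above the batch mean plus 3 SD, and confirmed as a hit on visual image review, cut at about 43% in these data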;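 note: 0% = TNF-stimulated DMSO wells and 100% = unstimulated control wells; not every result past the cut was called active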
Measles CPE – protection of cells from measles virus | AID 841 | protection (pct of control), % at 4 µM | Measles virus-infected cells, CPE protection, absorbance | 1.5% of 140,000 active; in the data active = protection mostly above about 24%, no sharp cut-off; inactive = mostly below about 26%; note: some compounds called inactive have numbers as strong as hits
An asterisk follows results filed as active; x = not tested or not shown.

SMILES	MRP1 act	bCat KO growth	NPY Y2 blocker	Yeast growth inh	Yeast life ext	Phagocyt inh	GALR2 blocker	HCT116 PTEN-null	E-sel TNF inh	Measles CPE
CCn1cc(C(=O)Nc2ccc(OC)c(S(=O)(=O)N3CCCCC3)c2)c(=O)c2ccc(C)nc21	-3.9	87	5	-14	2	-4	6	101	-2	24
CCOc1ccc(N(CC)C(=O)COc2cc(=O)n(C)c3ccccc23)cc1	-1.4	92	2	-78	-2	0	16	107	-18	0
Cc1ccc(NC(=O)CSc2nc3c(c(=O)[nH]2)CN(Cc2ccc(F)cc2)CC3)cc1C	-0.7	90	1	2	9	-7	-13	99	15	7
CC(C)OC(=O)c1c(NS(=O)(=O)c2ccccc2)sc2c1CCCC2	-3.1	81	4	-48	x	x	3	79	-2	10
CCCN1CNC(=S)N(c2ccc(C(=O)OCC)cc2)C1	-4.8	66	1	-4	3	-8	0	59	x	8
CNc1cnn(-c2ccccc2)c(=O)c1Cl	-4.2	105	0	-17	-15	-2	-8	88	-18	3
Cc1nc(Nc2ccccc2)[nH]c(=O)c1CCC(C)C	1.2	74	1	-60	-3	0	-7	66	14	18
CCOC(=O)N1CCN(C(=O)C2CC(c3cc(OC)ccc3OC)=NO2)CC1 (centres undefined)	-0.2	105	3	-19	-17	-1	4	96	36	x
COc1cccc(C2=NOC(C(=O)NC(C)(C)C)C2)c1 (centres undefined)	-1.1	111	-2	-13	-13	-2	3	98	-112	19
CCOC(=O)c1ccc(S(=O)(=O)N2CCN(C)CC2)cc1	-2.1	104	-3	8	-6	-1	1	95	6	11
CCOc1cc(C(=O)Nc2cc(C)ccc2C)ccc1OCC(=O)N1CCCCC1	-0.9	92	6	-5	-5	-8	2	93	31	9
CCOc1cc(N2CCOCC2)c(OCC)cc1NC(=O)CN1CCC(Cc2ccccc2)CC1	-3.6	61	1	-36	-4	-2	-3	65	x	5
COc1ccc(-c2cc(=O)c3ccccc3s2)cc1	-5.0	98	-1	-34	-29	0	5	82	43	6
CCc1ccc(-n2nnnc2SCC(=O)NNC(=O)c2ccco2)cc1	-1.1	104	3	-35	-23	x	8	97	x	20
COc1ccccc1N(CC(=O)Nc1ccc2c(c1)OCO2)S(=O)(=O)c1ccccc1	-1.1	74	5	-57	-11	-2	-10	82	x	3
CCCN(c1nc(C)cc(OC)n1)S(=O)(=O)c1ccccc1	-1.6	91	3	-31	1	-4	2	91	6	8
CC(C)NC(=O)Cn1nc(C(F)(F)F)c2c1CCC2	0.4	97	3	-8	x	x	-9	97	-19	14
CCN1CCN(c2ncc3c(n2)CC(c2ccc(OC)c(OC)c2)CC3=O)CC1 (centres undefined)	-3.9	55	3	-35	-3	0	0	47	19	4
O=C(COc1ccc(S(=O)(=O)NC2CCCCC2)cc1)NC1CCCCC1	-3.2	90	4	-13	x	x	-11	86	12	19
CC(Nc1ccc(Br)cn1)c1cc(Cl)ccc1O (centres undefined)	-2.8	94	0	60*	3	-1	-8	92	13	6
CCOC(=O)c1cnc2ccc(OCC)cc2c1NCc1ccccc1	-4.3	20	66*	-6	-7	-5	-5	28	x	38
CCCOc1ccc2c3c(c(=O)oc2c1OCCC)CCCC3	-0.3	74	11	-23	-30	1	2	64	-1	8
O=C(O)c1cn(-c2ccccc2)nc1-c1cccnc1	-0.7	105	1	-40	-5	0	-2	111	4	26
Cc1ccc(Oc2cc(C)nc(-c3ccccc3O)n2)cc1	-0.7	67	2	-33	-15	-1	0	73	x	12
COc1cccc(/C=C/C(=O)OCC(=O)NCc2ccco2)c1OC	-1.6	102	7	-10	-2	-2	9	99	x	2
CCC(Oc1ccc(C)c(C)c1)C(=O)O (centres undefined)	-0.3	98	6	-36	-4	-1	2	103	10	15
O=C(CCn1nc(-c2ccc(Cl)cc2)ccc1=O)N1CCN(c2ccccn2)CC1	-4.5	76	2	-44	0	-1	-1	81	0	26
O=C(Cc1ccc(Br)cc1)NC1CCCCC1	2.2	93	2	-20	5	x	-8	93	4	8
C=CCn1c(N)c(C(=O)OCC)sc1=S	0.6	106	0	-37	-30	x	0	101	-16	19
O=C(Cn1c2ccccc2c(=O)c2ccccc21)N/N=C/c1cc([N+](=O)[O-])ccc1N1CCCCC1	-5.3	25	-1	-29	2	-2	4	16	x	6

Look-ups from the entries so far:
Entry of Cc1ccc(Oc2cc(C)nc(-c3ccccc3O)n2)cc1 under MRP1 act: -0.7
Entry of CCCN(c1nc(C)cc(OC)n1)S(=O)(=O)c1ccccc1 under GALR2 blocker: 2
Entry of CCC(Oc1ccc(C)c(C)c1)C(=O)O (centres undefined) under Measles CPE: 15
Entry of CCCOc1ccc2c3c(c(=O)oc2c1OCCC)CCCC3 under GALR2 blocker: 2

More entries:
SMILES	MRP1 act	bCat KO growth	NPY Y2 blocker	Yeast growth inh	Yeast life ext	Phagocyt inh	GALR2 blocker	HCT116 PTEN-null	E-sel TNF inh	Measles CPE
Cc1ccc(Oc2ncccc2/C=N/OCc2ccc(Cl)c(Cl)c2)cc1	0.9	88	9	-42	-12	-1	-1	84	-3	26
CCN(CC)CCNC(=O)Cc1c(C(=O)O)n(CC)c2ccccc12	-1.8	97	1	-41	-8	0	15	93	-50	11
O=C(CNC(=O)c1ccc(N2C(=O)c3ccccc3C2=O)cc1)OCC(=O)c1ccc(Cl)cc1	0.7	99	6	-21	4	-8	9	103	x	19
O=C(O)C1C2C=CC(C2)C1C(=O)NCCCn1ccnc1 (centres undefined)	-1.2	94	3	-19	-4	-1	8	106	-2	12
COc1ccccc1Nc1ccc([N+](=O)[O-])cc1N	-0.9	90	0	-73	-4	-5	7	96	x	3
Cc1cccc2c1N(CCOc1ccc(C(C)(C)C)cc1)C(=O)C2=O	-1.6	74	2	-26	2	0	-9	71	6	10
Clc1ccccc1CN(Cc1ccco1)Cc1nnnn1C1CCCC1	-5.7	59	13	-32	x	x	-7	58	1	5
Cc1ccc(NC(=O)Cn2cnc3c(=O)n(C)c(=O)n(C)c32)c(C)c1	-0.8	90	1	-64	-2	x	-4	95	0	17
O=c1[nH]c2cc3c(cc2cc1CN(Cc1cccs1)Cc1nnnn1Cc1ccco1)OCCO3	-2.3	65	0	-36	-6	-1	6	73	2	9
CC1=C(C(=O)Nc2ccc(C)cc2)C(c2ccc(C)o2)C2=C(CC(C)(C)CC2=O)N1 (centres undefined)	-1.2	88	2	-9	-11	x	-6	84	2	17
COc1ccc(S(=O)(=O)N2c3cc(Cl)ccc3Oc3nc4ccccc4nc32)cc1	-5.8	13	4	-38	x	x	7	13	-9	3
Cc1ccc(C(=O)N(c2ccccc2)C2CC(C)N(C(=O)c3ccco3)c3ccccc32)cc1 (centres undefined)	-1.1	58	4	-12	34*	-1	5	65	9	8
CCc1ccc(CNCCNCC(C)O)cc1 (centres undefined)	-1.7	85	12	-39	-2	0	3	79	-47	7
O=S(=O)(/C=C/c1ccccc1)c1ccccc1	-5.2	90	-1	-14	-9	-1	-3	88	14	6
O=C(O)CCc1nn2c3ccccc3nc2n(-c2ccccc2)c1=O	-0.2	92	1	11	-3	1	-13	100	x	5
O=C(O)c1ccccc1OCCOc1ccccc1	-1.6	94	3	18	-2	0	10	91	7	17
Cc1cc(C(=O)Nc2ccc3c(c2)OCCO3)c(C)o1	-0.7	79	1	-36	-25	0	-3	83	3	5
CCOC(=O)C(NC(=O)c1ccccc1Cl)(Nc1sc2c(c1C(N)=O)CCC2)C(F)(F)F (centres undefined)	0.7	71	2	-19	1	-4	2	71	x	5
Brc1ccccc1Cn1c(-c2cncs2)nc2ccccc21	-1.8	76	5	2	0	-1	-11	71	7	7
O=C(OCC(=O)N1CCc2ccccc2C1)c1ccc(N2CCOCC2)c([N+](=O)[O-])c1	3.6	96	7	-30	-1	0	1	98	43	19
Cc1c(Br)c(-c2n[nH]c(=S)n2Cc2ccco2)nn1C	-2.3	103	3	-23	4	-3	2	94	4	17
Cc1ccccc1NC(=O)CCSc1nnnn1-c1ccccc1	-2.0	97	6	-20	x	x	-5	88	11	5
CCOC(=O)c1cnc(-n2nc(C)cc2C)nc1Nc1ccccc1OC	0.8	87	2	-33	0	0	2	87	-39	12
CCOC(=O)C(C)/C(C)=N/NC(=O)c1cc2ccccc2cc1O (centres undefined)	-5.4	25	1	-22	-6	-6	-8	36	x	28
Nc1ccc(N2CCCCC2)cc1N1CCCCC1	-1.9	3.2*	-4	21	-1	1	2	2.5*	-8	0
Cc1nn(C)cc1CNC(=O)Nc1ccc(Cl)c(Cl)c1	-1.8	82	4	8	-7	-1	-8	73	x	3
Cn1c(=O)c2c(ncn2CC(=O)N2CCN(c3ccccc3F)CC2)n(C)c1=O	-1.6	93	-1	4	2	1	-22	93	x	6
COc1ccc(C(=O)c2c(C(F)(F)F)oc3c2C(=O)c2ccccc2C3=O)cc1OC	-2.9	1.3*	-1	-21	4	2	7	1.9*	-10	10
CCOc1ccc2nc(SCC(=O)Nc3cc4c(cc3C(C)=O)OCO4)[nH]c2c1	-1.8	92	3	-33	-4	x	-4	89	30	12
CCOC(=O)c1ccc(N/C(=N/S(=O)(=O)c2ccccc2)c2ccccc2)cc1	-1.8	100	0	-3	26	-14	11	102	x	3

2 compounds from above with just Phagocyt inh and Yeast growth inh:
| SMILES | Phagocyt inh | Yeast growth inh |
| --- | --- | --- |
| CCOC(=O)C(C)/C(C)=N/NC(=O)c1cc2ccccc2cc1O (centres undefined) | -6 | -22 |
| Nc1ccc(N2CCCCC2)cc1N1CCCCC1 | 1 | 21 |

Later entries.
SMILES	MRP1 act	bCat KO growth	NPY Y2 blocker	Yeast growth inh	Yeast life ext	Phagocyt inh	GALR2 blocker	HCT116 PTEN-null	E-sel TNF inh	Measles CPE
O=C(CCC1CCCC1)NCc1ccccn1	-0.9	109	0	-30	5	-2	8	113	11	7
O=C(CCC(=O)N1CCCc2ccccc21)N1CCN(S(=O)(=O)c2ccccc2)CC1	-2.7	85	-2	-24	-16	-1	4	93	x	4
CCNc1nc(NC(C)C)nc(N(n2cnnc2)S(=O)(=O)c2ccc(C)cc2)n1	-3.1	87	2	-7	0	-12	3	84	x	14
Cc1ccc(-c2nc3ccccc3o2)cc1NC(=O)c1ccc2c(c1)OCO2	-3.2	90	14	-13	-8	0	-6	85	-16	22
Cc1c(C(=O)OCCOC(C)C)[nH]c2c1C(=O)CC(C)(C)C2	-0.4	101	4	-60	0	0	2	95	20	18
COc1ccccc1NC(=O)CN1CCN(c2ccc(Cl)cc2)CC1	-3.5	100	15	-56	-36	x	1	86	35	8
Cc1nc(NC(=O)C2CC2)sc1C	-1.1	88	4	-37	1	1	11	97	x	6
COc1ccc(Cc2nnnn2CC(=O)O)cc1	-0.9	94	2	-26	-1	0	-4	100	2	10
COc1ccc(OC2C(=O)N(c3ccc(C)c(C)c3)C2c2ccc(OC)c(OC)c2)cc1 (centres undefined)	-1.1	64	11	-15	4	-7	15	74	x	3
O=C(c1cc(F)c(F)cc1Cl)N1CCOCC1	-0.9	98	2	-27	-3	2	9	98	x	22
CNC(=O)NC(=O)CSc1cccc(C(F)(F)F)c1	-2.1	89	2	-30	-18	0	-4	91	21	20
c1ccc(N2N=C(c3cccs3)CC2c2ccco2)cc1 (centres undefined)	-3.5	83	-1	-37	-6	2	0	80	-30	4
